Screens as filed in PubChem.
CIT2-GFP yeast: yeast TOR pathway CIT2-GFP modulation; S. cerevisiae CIT2-GFP strain, flow cytometry, 3 h; 100 means same as DMSO wells; GFP response vs DMSO, % at 10 µM; hit rate 0.065% among 320,000; AID 2029;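 active = GFP response relative to DMSO above a set limit, near the screen mean plus 3 SD, cut at about 150% in these data; inconclusive = Fewer than 70 cells measured for a yeast strain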;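 note: ratio of well median GFP fluorescence to mean of DMSO wells on the plate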
AGP1-GFP MLPCN: yeast TOR pathway AGP1-GFP modulation; hit rate 0.02% among 320,000; S. cerevisiae AGP1-GFP multiplex flow cytometry, 3 h; GFP as percent of DMSO wells; GFP response vs DMSO, % at 10 µM; AID 2066;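 active = GFP response relative to DMSO above a set limit, near screen average plus 3 SD, cut at about 150% in these data; inconclusive = fewer than 70 cells counted for the yeast strain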;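 note: median GFP channel fluorescence of the gated AGP1 strain per well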
GRK2 aptamer HTS: blocks RNA aptamer binding to human GRK2. P25098. bead flow cytometry, FAM-aptamer displacement from GRK2. inhibition of aptamer binding, % at 10 µM. hit rate 0.59% among 330,000;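 active = inhibition of aptamer binding above 40%, roughly 3 SD of noise, on plates passing a quality check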;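 note: median bead fluorescence of bound FAM aptamer so fluorescent compounds give negative values; no value below 0 was filed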
Target sequence (P25098 whole entry, looked up): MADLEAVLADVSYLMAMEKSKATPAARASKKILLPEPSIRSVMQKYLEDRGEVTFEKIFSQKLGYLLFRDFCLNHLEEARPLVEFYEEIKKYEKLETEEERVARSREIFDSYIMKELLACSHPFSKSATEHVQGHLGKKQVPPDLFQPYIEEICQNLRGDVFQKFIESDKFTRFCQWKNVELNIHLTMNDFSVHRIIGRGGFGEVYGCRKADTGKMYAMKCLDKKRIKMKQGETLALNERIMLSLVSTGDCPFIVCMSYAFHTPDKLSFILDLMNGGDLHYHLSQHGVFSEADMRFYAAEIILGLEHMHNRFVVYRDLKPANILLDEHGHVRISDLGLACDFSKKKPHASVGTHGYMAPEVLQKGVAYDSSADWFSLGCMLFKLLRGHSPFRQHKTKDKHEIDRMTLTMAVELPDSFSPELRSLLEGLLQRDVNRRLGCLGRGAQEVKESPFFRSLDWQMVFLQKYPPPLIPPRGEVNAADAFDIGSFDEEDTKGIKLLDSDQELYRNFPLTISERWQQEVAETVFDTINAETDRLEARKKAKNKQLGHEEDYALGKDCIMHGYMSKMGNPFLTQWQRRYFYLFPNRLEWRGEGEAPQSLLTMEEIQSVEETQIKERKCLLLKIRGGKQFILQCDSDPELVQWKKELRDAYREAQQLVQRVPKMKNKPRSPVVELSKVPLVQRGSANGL
MEP2-GFP yeast: alters MEP2-GFP fluorescence in TOR pathway yeast screen; hit rate 0.51% among 330,000; GFP response vs DMSO, % at 10 µM; S. cerevisiae MEP2-GFP strain, flow cytometry GFP, 3 h; 100% = DMSO control level;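 active = GFP response versus DMSO above a set limit, roughly screen mean plus 3 SD, cut at about 180% in these data; inconclusive = fewer than 70 cells counted for a yeast strain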;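 note: median GFP fluorescence of the barcode-gated MEP2-GFP cells per well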
LAP4 TOR yeast: alters LAP4-GFP fluorescence in TOR pathway yeast screen. S. cerevisiae LAP4-GFP multiplex, flow cytometry GFP, 3 h; median GFP as percent of DMSO wells. GFP response vs DMSO, % at 10 µM. hit rate 0.34% among 320,000. AID 2023;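 active = GFP response vs DMSO above a set limit, about the screen mean plus 3 SD, cut at about 150% in these data; inconclusive = under 70 cell events counted for the yeast strain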
VLA-4 inh: inhibition in a human VLA-4 binding assay; VLA-4 expressing cells, ligand binding flow cytometry; inhibition, % (about 7 µM as worked out from the volumes in the protocol); hit rate 0.2% among 330,000; AID 2557; in the data active = inhibition above about 50%
GASC-1 inh: inhibitors of human GASC-1 (JMJD2C) demethylase; GST-JMJD2C(1-420) H3K9me3 demethylation, DELFIA europium; inhibition, % at 2.35 µM; hit rate 0.069% among 330,000; Q9H3R0; AID 2099;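 active = more than half of a compound's replicate wells show inhibition beyond 50%, single wells judged on their own value; inconclusive = some, but no more than half, of replicates pass 50% inhibition; inactive = no replicate passes 50% inhibition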;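 note: signal counts dimethyl H3K9 product captured on neutravidin plate; 0% = median of DMSO wells and 100% = 0.3 times that DMSO median; strong numbers were not always called active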
Target sequence (Q9H3R0 1-420 limits assumed): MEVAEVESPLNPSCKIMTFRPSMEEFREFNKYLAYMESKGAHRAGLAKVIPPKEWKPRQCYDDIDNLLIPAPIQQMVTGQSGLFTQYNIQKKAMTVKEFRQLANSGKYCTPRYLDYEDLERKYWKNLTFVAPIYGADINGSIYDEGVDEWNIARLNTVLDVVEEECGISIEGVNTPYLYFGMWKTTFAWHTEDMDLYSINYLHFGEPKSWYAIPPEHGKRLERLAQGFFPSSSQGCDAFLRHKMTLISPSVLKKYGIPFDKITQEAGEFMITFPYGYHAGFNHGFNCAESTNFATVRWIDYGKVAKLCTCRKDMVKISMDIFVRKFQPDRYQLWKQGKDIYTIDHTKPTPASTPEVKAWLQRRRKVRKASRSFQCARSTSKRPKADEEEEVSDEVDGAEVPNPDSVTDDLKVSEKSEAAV
RPL19A TOR yeast: yeast TOR pathway RPL19A-GFP modulation | S. cerevisiae RPL19A-GFP strain, flow cytometry, 3 h; hits give low values | percent response vs DMSO, % at 10 µM | hit rate 0.3% among 330,000 | AID 2025;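 active = percent response vs DMSO below 50%; inconclusive = fewer than 70 events counted for the yeast strain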;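 note: median channel GFP fluorescence of the barcoded RPL19A-GFP strain; ratio of sample median GFP to plate DMSO average so 100% = DMSO; lower means less RPL19A-GFP as with rapamycin TOR inhibition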
Starred values were filed as active, the others as inactive; u = inconclusive; x = no result given; [ ] = dose if it differs, or a comment.

SMILES	CIT2-GFP yeast	AGP1-GFP MLPCN	GRK2 aptamer HTS	MEP2-GFP yeast	LAP4 TOR yeast	VLA-4 inh	GASC-1 inh	RPL19A TOR yeast
CCOC(=O)Cc1csc(NC(=O)CN2C(=O)c3ccccc3S2(=O)=O)n1	101	101	1	103	106	-10	x	100
CC(C)CN(C(=O)COC(=O)c1cncc(Br)c1)c1c(N)n(Cc2ccccc2)c(=O)[nH]c1=O	106	101	10	94	99	-10	9	98
O/N=C/c1ccn(-c2ccc(Br)cc2)c1	85	77	1	83	83	5	-15	88
COCCC(=O)N1CCC(C(=O)Nc2ccc(Oc3ccccc3)nc2)CC1	95	99	1	104	97	6	-1	95
NCCCCCc1nnc(SCc2ccccc2Cl)o1	95	108	1	114	98	7	-8	97
CCc1ccc(NC(=O)CS(=O)CC(=O)Nc2ccc(F)cc2F)cc1 (stereo not drawn)	99	100	0	96	95	24	9	100
Cc1c(C#N)c(=O)c(-[n+]2ccccc2)c([S-])n1-c1ccc(Cl)cc1	113	103	5	99	101	-9	-2	102
CC(C)(C)OC(=O)CNC(=O)c1[nH]cnc1C(=O)NC1CCN(C(=O)OC(C)(C)C)CC1	103	89	6	89	102	-9	8	100
CC(C)CN(C(=O)COC(=O)c1ccc([N+](=O)[O-])s1)c1c(N)n(Cc2ccccc2)c(=O)[nH]c1=O	90	92	3	93	94	4	-3	87
CN(Cc1ccccc1)C(=O)c1ccc2c(c1)S(=O)(=O)N=C1CCCCCN12	93	101	2	96	111	-11	9	98
O=C(Nc1ccc(Cl)cn1)Nc1cccs1	101	100	1	107	106	5	8	100
CCCCN(C)CCNC(=O)C(NC(=O)C1CCC(C)CC1)C(C)C (stereo not drawn)	98	114	1	112	110	1	-3	104
COc1ccc(NC(=O)COC(=O)CNC(=O)c2cc(OC)c(OC)c(OC)c2)cc1	102	107	0	99	99	10	0	102
COC(CNC(=O)c1cccc2c1C(=O)N(Cc1cccnc1)C2)OC	93	97	0	99	93	12	13	92
O=C1CC(c2ccncc2)c2cc3c(cc2N1)OCCO3 (stereo not drawn)	102	94	0	95	89	5	-14	89
O=C(N=C1c2ccccc2CN1c1ccc(F)c(Cl)c1)c1cccnc1Cl	93	85	2	91	84	4	15	96
O=C1NC[C@H](Cc2ccc(O)cc2)N(CCc2cccc3ccccc23)C1=O	98	97	2	97	90	-2	-2	96
Cc1ccc(S(=O)(=O)NC2(C(=O)O)CCCCC2)cc1	104	104	17	94	93	3	-1	99
CC(C)Oc1cccc(C(=O)C2CCCN(Cc3cnc(N4CCOCC4)s3)C2)c1 (stereo not drawn)	107	104	53*	96	99	-2	-5	99
N#CCC(=O)Nc1ccc(C(=O)OCC(=O)c2ccc3c(c2)OCCO3)cc1	114	120	1	104	113	-5	0	125
Nc1nc2ccccc2[nH]1	102	104	1	108	106	16	3	108
Cc1c(C(=O)N2CCCC2)c(S(=O)(=O)NCCc2ccccc2)c(C)n1C	111	105	6	99	105	-5	9	102
Cc1cc(NC(=S)N(Cc2ccc(Br)cc2)Cc2ccc(C(=O)O)cc2)ccc1Cl	96	110	1	104	128	-10	-5	98
O=C(NCCCN1CCCCC1)C1CCN(c2ncnc3c2nc2n3CCCCC2)CC1	101	105	0	101	98	-109	-20	102
c1ccc2c(c1)NC1(CCCCCC1)n1c-2nc2ccccc21	109	100	1	101	98	-3	-15	99
O=C(COc1ccc(Br)cc1)Nc1ccccc1N1CCCC1	u	16[may fluoresce violet]	4	529*[may fluoresce violet]	94[may fluoresce violet]	-1	6	79[may fluoresce violet]
COC(=O)C1=C(N)Oc2cc(C)n(Cc3ccccc3)c(=O)c2C1c1ccccc1 (stereo not drawn)	x	83	3	98	95	-5	4	92
O=c1[nH]c(/C(Cl)=C/c2cc(Cl)ccc2O)nc2cc(Cl)ccc12	100	94	0	83	70	0	16	101
CC(C)(Oc1ccc(Cl)cc1)C(=O)N1CCN(c2ccccn2)CC1	93	99	0	103	102	-12	-13	100
CC1(C)C(=O)Nc2ccccc2N1C(=O)COC(=O)Cc1ccccc1F	102	110	3	111	114	0	-1	102
CC(C)NC(=S)NN=C1c2ccccc2-c2ccccc21	108	106	1	109	109	-4	-26	100
CCn1c(COc2ccc(=O)n(-c3ccccc3)n2)nnc1SCC(=O)OC	104	103	1	99	102	-1	-16	99
Cc1ccccc1OCC(=O)Nc1nnc(C2CCCC2)s1	116	113	1	116	108	-7	x	108
COC(=O)c1cc(O)c(O)c(O)c1	102	90	5	94	125	-2	7	103
Cc1ccc(C(=O)OC2CCOC2=O)cc1NC(=O)c1ccco1 (stereo not drawn)	104	100	0	107	99	-10	10	100
S=C(NCc1ccc2c(c1)OCO2)Nc1ccc2nsnc2c1	89	96	1	94	102	2	x	97
O=C(NCCc1cccc(Cl)c1)c1cc2ccccc2oc1=O	104	102	0	112	91	-7	20	102
COc1ccc(CCNC(=O)CCc2cc(OC)c(OC)c(OC)c2)cc1OC	94	94	1	96	87	4	2	97
COc1ccc(C2=NN(C(=O)c3ccccc3)C(c3ccccc3)C2)c(O)c1 (stereo not drawn)	97	103	0	103	91	1	-24	104
CC(C)c1nnc(NC(=O)COc2ccccc2[N+](=O)[O-])s1	102	100	1	98	108	5	5	97
Cc1cccc(NC(=S)NNC(=O)c2ccco2)c1	107	99	1	99	100	5	-3	x
Cc1ccc(CN(C)CC(=O)Nc2ccc3c(c2)CCC3)cc1	81	90	3	88	86	-1	6	99
CCCCOC(=O)C1=C(C)NC(=O)NC1c1cccc([N+](=O)[O-])c1 (stereo not drawn)	98	100	0	102	103	7	10	100
COc1ccc(OC)c(C2C=C(C34CC5CC(CC(C5)C3)C4)NC(=S)N2)c1 (stereo not drawn)	102	101	3	101	101	0	-2	102
Cc1ccc(NC(=O)c2cc(C)nc3ccccc23)c(Br)c1	95	89	0	102	88	3	-16	98
Cc1ccccc1C(=O)NC=C1C(=O)OC(C)(C)OC1=O	63	84	2	86	131	-42	4	93
COC(=O)CN1C(=O)COc2ccc(S(=O)(=O)NCc3ccc(F)cc3)cc21	89	93	10	100	97	-3	21	98
Cc1sc2cc(-c3cccc([N+](=O)[O-])c3)c(-c3cccc([N+](=O)[O-])c3)c[n+]2c1C	107	99	1	108	96	12	4	101
CCC1CCCCN1CCCNC(=O)CCC(=O)N1CC(C)Oc2ccccc21 (stereo not drawn)	85	94	0	93	95	6	3	92
CCOc1ccccc1OC(=O)c1ccco1	106	95	0	96	104	4	1	99
CCCOc1ccc(-c2nc(-c3ccc(N)cc3)cs2)cc1	104	105	1	116	113	-1	-11	109
COc1ccccc1C(=O)Nc1ccc(-c2nnn(CC(=O)N3CCN(C(=O)c4ccco4)CC3)n2)cc1	112	101	0	105	86	9	-27	104
CCCC(=O)c1cc(F)c(N2CCN(C(=O)OCC)CC2)cc1C	94	100	0	113	110	2	12	105
CCCCN(C(=O)/C=C/c1ccccc1)C1CCS(=O)(=O)C1 (stereo not drawn)	100	109	0	97	97	10	-6	101
O=S(=O)(c1ccccc1)N1CCN(C2CCN(Cc3ccccc3)CC2)CC1	97	97	0	102	101	19	3	98
CCOc1ccc(NC(=O)CN(C)C(=O)CC(NC(=O)c2ccccc2)c2ccccc2)cc1OCC (stereo not drawn)	103	103	0	108	102	0	6	101
COC(=O)CC[C@@H](C(=O)O)N1C(=O)c2ccccc2C1=O	95	93	2	93	96	8	5	95
CC(C)c1ccc(-c2c(C#N)c(N)nc(SCC(=O)N3CCCCC3)c2C#N)cc1	107	109	0	108	96	2	10	101
CC(C)=CCN1CCN(CCCc2ccccc2)CC1CCO (stereo not drawn)	105	97	0	95	90	21	-5	98
CC(=O)CCn1cnc([N+](=O)[O-])n1	102	103	4	100	96	16	-32	103

New compounds follow:
SMILES	CIT2-GFP yeast	AGP1-GFP MLPCN	GRK2 aptamer HTS	MEP2-GFP yeast	LAP4 TOR yeast	VLA-4 inh	GASC-1 inh	RPL19A TOR yeast
CCOC(=O)c1nn(-c2ccc(Cl)cc2C)ccc1=O	102	101	2	102	102	-1	-3	100
COc1ccc(C)cc1S(=O)(=O)N1CCCC(C(=O)N2CCN(c3ccccc3F)CC2)C1 (stereo not drawn)	113	110	0	105	109	-15	-61	107
CC(C)(O)c1[nH]c2ccc(C(F)(F)F)cc2c1C(C)(C)O	82	81	0	90	106	-9	-17	100
Cc1ccc([N+](=O)[O-])cc1NC(=O)c1cccs1	93	99	2	99	102	6	6	100
O=[N+]([O-])c1cccnc1Sc1ccccc1Cl	95	100	0	99	95	2	5	99
CC(=O)Nc1ccc(/C=N/NC(=O)c2cc(-c3ccco3)nc3ccccc23)cc1	88	97	1	100	105	-4	-4	92
COC(=O)[C@]1(C)N[C@H](CN(C)C(=O)c2ccc(C(C)(C)C)cc2)[C@@H]2C(=O)N(Cc3ccccc3)C(=O)[C@@H]21	98	108	0	103	111	46	x	106
CCOC(=O)/C=c1\s/c(=C\c2ccc(C(=O)OC)cc2)c(=O)n1CC(=O)Nc1ccccc1	103	102	0	108	95	5	4	95
Nc1cc(=O)[nH]c(SCC(=O)Nc2cc(S(=O)(=O)N3CCCCC3)ccc2Cl)n1	82	92	0	93	95	20	-63	94
Cc1ccc2nc(-c3cccc(S(=O)(=O)N(C)C)c3)cn2c1	95	94	0	93	107	7	-3	93
CCCn1nnnc1NCc1cccc(Cl)c1	108	97	1	96	88	-5	0	100
OCCN(CCO)c1ccc2ccccc2c1	99	106	0	93	106	-10	-16	96
Cc1ccc(C(=O)N2CCN(S(=O)(=O)c3ccc(C(C)C)cc3)CC2)s1	76	103	1	93	106	10	u	95
CC(C)(C)OC(=O)NCCCCCNC(=O)c1nc[nH]c1C(=O)N1CCN(c2ccccc2)CC1	106	105	2	96	95	5	10	99
CCc1nc2ccccc2c(C(=O)OCC(=O)N(C)Cc2ccccc2)c1C	101	103	0	100	108	13	-1	105
CN(C)C(=O)CSc1ccc(S(=O)(=O)N2CCOCC2)cn1	80	90	6	93	86	11	22	91
COc1ccc(C2SCC(=O)N2c2nnc(C34CC5CC(CC(C5)C3)C4)s2)cc1 (stereo not drawn)	95	99	1	100	91	1	5	102
COC(=O)c1cccn(CC(=O)c2ccc(Cl)cc2Cl)c1=O	103	100	0	108	94	4	1	105
Fc1cccc(NC(=S)NCc2ccccn2)c1	102	96	4	99	90	14	0	103
CC(C)(CC(=O)OCC(=O)Nc1ccccc1F)CC1=NS(=O)(=O)c2ccccc2N1	103	100	0	103	104	5	-6	103
Cc1ccc(C(=O)OCc2cc(=O)n3c(C)csc3n2)s1	96	90	0	103	108	5	4	95
CN(Cc1ccccc1)C(=O)c1cc(=O)[nH]c2ccccc12	111	108	0	99	82	7	1	105
N#CCCn1c(SCC(=O)NCc2ccco2)nc2ccccc21	104	107	2	97	105	7	1	101
CC(=O)Nc1ccc(C(=O)Nc2nc(-c3ccccn3)cs2)cc1	93	88	1	104	96	-8	-1	99
CC(=O)Nc1ccccc1OCC(=O)NCCC1=CCCCC1	97	u	4	u	80	13	3	91
CCOC(=O)/C(=N\Nc1cccc(C(F)(F)F)c1)N(CCOC)CCOC	104	105	0	104	98	14	2	100

Arranged by the number under VLA-4 inh (high to low): three from the list above.
SMILES	CIT2-GFP yeast	AGP1-GFP MLPCN	GRK2 aptamer HTS	MEP2-GFP yeast	LAP4 TOR yeast	VLA-4 inh	GASC-1 inh	RPL19A TOR yeast
Fc1cccc(NC(=S)NCc2ccccn2)c1	102	96	4	99	90	14	0	103
COC(=O)c1cccn(CC(=O)c2ccc(Cl)cc2Cl)c1=O	103	100	0	108	94	4	1	105
CC(=O)Nc1ccc(C(=O)Nc2nc(-c3ccccn3)cs2)cc1	93	88	1	104	96	-8	-1	99
